Fluorescein fluor – compound autofluorescence in fluorescein spectral region. max fluorescein-equivalent concentration, M. 0.91% of 59,000 active. Compound autofluorescence, 480/540 nm, fluorescein-equivalent; hits give high values. AID 593; in the data active means max fluorescein-equivalent concentration above about 10 nM; inconclusive means between about 1.1 nM and that limit
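Compounds (23 nL) in 100 mM Tris pH 8.0, 15 min at room temperature, then fluorescence read at 480 nm excitation/540 nm emission. Signal converted to fluorescein-equivalent concentration from an on-plate fluorescein standard curve.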
Rhodamine fluor – compound autofluorescence in rhodamine spectral region; Rhodamine-region fluorescence, 547/598 nm, Tris buffer; hits give high values; max dye-equivalent concentration, M; 0.05% of 59,000 active; AID 594; in the data active means max dye-equivalent concentration above about 11 nM; inconclusive means between about 1.1 nM and that limit
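Compound fluorescence in 100 mM Tris, pH 8.0, read after 15 min at room temperature with 547 nm excitation and 598 nm emission. Output is dye-equivalent concentration from an on-plate rhodamine standard series.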
Caspase-1 inhib – caspase-1 (human) inhibition, allosteric or competitive; Caspase-1 enzyme, Ac-WEHD-AFC fluorogenic rate; 0.03% of 75,000 active; Potency, µM (doses to about 57.5 µM), without a hit: at the top dose activity change, negative = inhibition, usual class: inhibitors; P29466;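 further: potency means the concentration at half of the fitted maximal effect; plate controls were vehicle for no effect and no substrate for full effect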
Target sequence (P29466 120-297 limits assumed): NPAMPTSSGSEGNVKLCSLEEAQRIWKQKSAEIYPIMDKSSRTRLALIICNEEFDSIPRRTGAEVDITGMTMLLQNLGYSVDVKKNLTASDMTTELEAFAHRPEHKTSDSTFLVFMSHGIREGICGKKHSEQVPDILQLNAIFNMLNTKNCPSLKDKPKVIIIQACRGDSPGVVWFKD
Target sequence (P29466 317-404 limits assumed): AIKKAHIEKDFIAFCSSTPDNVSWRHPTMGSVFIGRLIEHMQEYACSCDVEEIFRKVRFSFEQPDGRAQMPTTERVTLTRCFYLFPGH
HEK293 cAMP ctrl – counter-screen for TSHR agonists: cAMP increase in parental HEK293; 2.5% of 73,000 active; Potency, µM (highest dose often 57.1 µM), without a hit: at the top dose activation, usual class: activators; parental HEK293 CNG cAMP sensor, membrane potential fluorescence; further: potency means the concentration at half of the fitted maximal effect; % of control where 0% means no effect; nearly all actives have a fitted effect of over 55% in size
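Parental HEK 293 cells stably expressing a cAMP-gated CNG channel were loaded with membrane potential dye containing 100 uM RO 20-1724 for 60 min. Compound added for 30 min; depolarization read as fluorescence intensity at 590 nm.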
A350 fluor – compound fluoresces in the Alexa 350 spectral region; Compound autofluorescence, 340/450 nm, Alexa 350 dye-equivalents; hits give high values; 11% of 59,000 active; max dye-equivalent concentration, M; in the data active means max dye-equivalent concentration above about 10 nM; inconclusive means mostly about 1.1 nM to 9.6 nM
FLuc inh – firefly luciferase inhibition. P08659. purified firefly luciferase, luminescence, 8 min. Potency, µM (series often up to 57.1 µM), for inactives: at the top dose activity change, negative = inhibition, usual class: inhibitors. 2.2% of 72,000 active. AID 411; further: potency means the concentration at half of the fitted maximal effect; on the % scale 0 is the no-effect control and ±100 the full control effect; nearly all actives have a fitted effect of over 40% in size
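Inhibition of light generation by firefly luciferase from ATP and luciferin was profiled with concentration-response curves per sample, ATP held at 10 uM within the enzyme's linear range. Plates were read by luminescence after an 8-minute ambient incubation.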
Tau filament bind – tau filament binding. P10636. recombinant tau filaments, thioflavin S fluorescence, 15 h; filaments grown with octadecylsulfate alongside compound. Potency, µM (series often up to 57.1 µM), for inactives: at the highest dose activity change, negative = inhibition. 2% of 71,000 active;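 further: potency means the concentration at half of the fitted maximal effect; on the % scale 0 is the no-effect control and ±100 the full control effect; actives lower thioflavin S fluorescence by blocking filaments or displacing dye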
Target sequence (P10636 whole entry, looked up): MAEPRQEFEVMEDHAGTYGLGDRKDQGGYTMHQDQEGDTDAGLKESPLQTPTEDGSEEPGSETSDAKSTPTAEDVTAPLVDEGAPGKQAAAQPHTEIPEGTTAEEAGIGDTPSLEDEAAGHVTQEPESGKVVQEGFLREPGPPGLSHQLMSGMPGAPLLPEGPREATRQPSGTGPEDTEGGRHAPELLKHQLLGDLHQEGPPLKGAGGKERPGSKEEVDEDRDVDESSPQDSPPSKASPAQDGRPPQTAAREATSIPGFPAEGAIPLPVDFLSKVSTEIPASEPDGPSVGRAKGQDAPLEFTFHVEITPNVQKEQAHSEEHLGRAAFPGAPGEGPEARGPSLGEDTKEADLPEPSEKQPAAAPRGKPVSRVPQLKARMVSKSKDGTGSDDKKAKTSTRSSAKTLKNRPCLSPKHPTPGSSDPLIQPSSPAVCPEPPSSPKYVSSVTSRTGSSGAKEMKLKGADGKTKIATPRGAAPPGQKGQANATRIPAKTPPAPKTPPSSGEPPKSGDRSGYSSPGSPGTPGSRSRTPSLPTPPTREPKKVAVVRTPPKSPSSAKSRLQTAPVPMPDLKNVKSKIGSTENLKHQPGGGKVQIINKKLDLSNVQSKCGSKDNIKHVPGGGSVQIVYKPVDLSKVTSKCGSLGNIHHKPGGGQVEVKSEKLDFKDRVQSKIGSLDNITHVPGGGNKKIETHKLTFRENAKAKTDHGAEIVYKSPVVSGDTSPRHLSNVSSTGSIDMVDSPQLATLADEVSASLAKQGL
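ThS-based fibril read: tau 1 uM final, inducer ODS 30 uM final, 37 C for 15 h, ex 450/em 510 nm.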
Caspase-7 inhib – caspase-7 (human) inhibition, allosteric or competitive; Potency, µM (top dose mostly 57.5 µM), without a hit: at the top dose activity change, negative = inhibition, usual class: inhibitors; 0.02% of 75,000 active; recombinant caspase-7, Ac-DEVD-AFC fluorescence rate; P55210; active means well fitted inhibition curve with a large enough effect in the main read-out, with a control signal flat, not every such curve was filed as active; inconclusive means small, poorly fitted or top-dose-only effect, or a change in a side signal; further: potency means the concentration at half of the fitted maximal effect; % of control where 0% means no effect
ERK AVP inh – vasopressin-driven ERK pathway inhibition | 0.99% of 72,000 active | Potency, µM (doses to about 57.5 µM), for the others: at the top dose activity, negative = inhibition, hits mostly inhibitors | HEK293-V1b, vasopressin-stimulated pERK AlphaScreen; further: potency means the concentration at half of the fitted maximal effect; on the % scale 0 is the no-effect control and ±100 the full control effect; nearly all actives have a fitted effect of over 55% in size
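HEK293 cells stably expressing V1b receptor, preincubated 30 min at 37 °C with compound, then stimulated 5 min with 25 nM vasopressin. Phospho-ERK by AlphaScreen SureFire after 5 h RT; normalized to DMSO and vasopressin; AC50 by Hill fit.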
TexasRed autofl – compound fluoresces in the Texas Red spectral region; Compound fluorescence, Texas Red channel, 547/618 nm; hits give high values; max dye-equivalent concentration, M; 0.06% of 59,000 active; in the data active means max dye-equivalent concentration above about 10 nM; inconclusive means between about 1.1 nM and that limit
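Spectral interference profiling: each compound concentration's relative fluorescence, read with a 547 nm excitation and 618 nm emission filter pair, was normalized to a per-plate Texas Red standard curve.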
4MU fluor – compound fluoresces in the 4-MU spectral region; compound autofluorescence, 340/450 nm, 4-MU equivalents; hits give high values; max dye-equivalent concentration, M; 11% of 59,000 active; in the data active means max dye-equivalent concentration above about 10 nM; inconclusive means mostly about 1.1 nM to 9.6 nM
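Compounds in 100 mM Tris, pH 8.0, incubated 15 min at room temperature, then fluorescence read at 340 nm excitation/450 nm emission. Signal converted to 4-MU dye-equivalent concentration using an on-plate six-point 4-MU standard curve.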
* marks the source's active call; other numbers are inactive results; i = inactive; u = inconclusive; x = not tested or not shown; [ ] = dose if it differs, or a comment. Unless noted, the call rests on the fitted dose curve; in most records, active means well fitted curve in the direction sought with a large enough effect; inconclusive means small, poorly fitted or top-dose-only effect, or another doubt; inactive means no such curve, though single readings can be large; an effect the other way counts as inactive or inconclusive. Some of the compounds tested; count on the stated rates, not on these rows.

Second line of a record: Fluorescein fluor | Rhodamine fluor | Caspase-1 inhib | HEK293 cAMP ctrl | A350 fluor | FLuc inh | Tau filament bind | Caspase-7 inhib | ERK AVP inh | TexasRed autofl | 4MU fluor
- CC(C)(C)NS(=O)(=O)c1ccc(CCC(=O)N2CCCCC2)cc1
 : u | i | 0% | u | u | 8% | -7% | -1% | -1% | i | i
- CCc1c(O)nc(SCC(=O)Nc2ccc(C)cc2)n(C2CCCCC2)c1=O
 : i | i | -2% | 1% | i | -2% | -14% | -1% | -4% | u | i
- CN(CCNC(=O)c1ccc(/C=N/O)nc1)Cc1ccccc1
 : i | i | x | x | i | 0%[25.5 µM] | x | x | x | i | i
- C=C(C)Cn1c(=O)c2c(nc3n2CCN3c2cccc(Cl)c2C)n(C)c1=O
 : u | i | -1% | 7% | i | 2% | -1% | -3% | -16% | u | i
- Cc1cccc(NCC(O)Cn2cnc3c2c(=O)n(C)c(=O)n3C)c1 (stereo not given)
 : i | i | -5% | 2% | i | 1% | -2% | 0% | -6% | i | i
- COc1cc(/C=C\C(=O)N2CCC=CC2=O)cc(OC)c1OC
 : u | i | -2%[25.7 µM] | -13%[25.6 µM] | i | 3%[25.5 µM] | 0%[25.6 µM] | 0%[25.7 µM] | -24%[25.7 µM] | i | i
- COc1ccc(-c2nsc(SCC(=O)Nc3cc(C)on3)n2)cc1
 : i | i | 2% | 1% | i | 0% | 298% | -2% | 19% | i | i
- C[C@H](CO)NC(=O)[C@H](C)[C@@H]1C[C@@]1(C)[C@@H](NC(=O)OCc1ccccc1)c1ccccc1
 : x | x | 0% | 3% | x | x | -14% | 0% | -12% | x | x
- COc1cccc(Cn2c(=O)c(CCc3ccccc3)nc3cnc(OC)nc32)c1
 : i | i | -3% | 16µM* | u | 0%[11.4 µM] | -12% | -5% | 8% | i | u
- Brc1c(CSc2nncn2-c2ccccc2)nc2ncccn12
 : i | i | -2% | 3% | 9e-07M* | 6% | 1% | -2% | -13% | i | 6.7e-07M*
- CCN(CC)CCOC(=O)c1cccc(Cl)c1
 : i | i | 0% | 17% | i | 2% | 4% | 1% | -3% | i | i
- O=C(COC(=O)c1ccc(Br)c(S(=O)(=O)N2CCOCC2)c1)NCC1CCCO1 (stereo not given)
 : i | i | -1% | 0% | i | -4% | 0% | 1% | 1% | i | i
- CC1(C)COCN1COC1CCCCC1
 : i | i | 2%[11.5 µM] | 4%[11.4 µM] | i | 2%[11.4 µM] | -12%[11.4 µM] | 1%[11.5 µM] | -2%[11.5 µM] | i | i
- O=C(CCSc1nnc(-c2ccncc2)o1)Nc1ccccc1
 : i | i | -2% | 19% | i | 3% | 0% | 1% | u | i | i
- Cc1ccc(S(=O)(=O)c2c(C)nn(C(C)(C)C)c2OC(=O)c2ccco2)cc1
 : i | i | -2% | 4% | i | 0% | 16% | 1% | 33%[activator] | i | i
- COc1cc(C(c2sc3nc(C)nn3c2O)N2CCc3ccccc3C2)cc(OC)c1OC (stereo not given)
 : x | x | 0% | 3% | x | -3% | 1% | 1% | x | x | x
- Cc1c(C(=O)N2CCN(C)CC2)oc2ccc(S(=O)(=O)N3CCOCC3)cc12
 : i | i | 1% | 17% | i | 0% | -13% | -1% | 5% | i | i
- CC(=O)N1C(C(=O)O)CSC1c1ccc(C)cc1 (stereo not given)
 : x | x | -1% | 2% | x | -1% | 2% | 1% | x | x | x
- COc1ccccc1N=C(C)C1=C(O)CSC1=O
 : x | x | -9% | 15% | x | 0% | 19% | -7% | -7% | x | x
- COC(=O)c1c(C)[nH]c(C(=O)OCc2ccc(F)cc2)c1C
 : i | i | x | x | i | -12%[25.5 µM] | x | x | x | i | i
- O=C(NCCCN1CCCC1=O)c1cccc(N2CCCC2=O)c1
 : i | i | 1% | -3% | i | 1% | 8% | 0% | 12% | i | i
- Cc1nnc(NC2=NCCC2)o1
 : u | i | 2% | -3% | u | 2% | 3% | -1% | -8% | i | u
- CCCc1nnc(SCC(=O)Nc2ccc(OCC)cc2)n1N
 : u | i | -1% | 6% | i | -4% | -3% | 0% | -4% | i | i
- COc1cccc(-c2ccc(=O)n(CC(=O)NCCN3CCOCC3)n2)c1
 : i | i | -1% | -2% | i | 0% | 4% | -1% | -7% | u | i
- CCOC(=O)C1CCN(CC(=O)Nc2c(C(=O)OC)[nH]c3ccc(Cl)cc23)CC1
 : i | i | -1% | u | u | 0% | -7% | -5% | 25µM* | i | i
- CC(C)(C)C1=C(C#N)C(c2ccc3c(c2)OCO3)C(C#N)=C(N)O1 (stereo not given)
 : u | i | -6% | 7% | u | -3% | -13% | -10% | -40% | i | u
- CCn1c2ccccc2c2nnc(SCc3ccc(C(=O)OC)o3)nc21
 : i | i | -5% | u | 1.7e-08M* | -1% | 32µM* | -5% | -9% | i | 1.3e-08M*
- CN=C1SC(CC(=O)Nc2ccc(N3CCOCC3)cc2)C(=O)N1C (stereo not given)
 : i | i | -1% | -2% | i | 2% | -11% | -1% | -14% | u | i
- COc1cc(NC(=O)c2ccc(COCC(F)(F)F)o2)cc(OC)c1OC
 : u | i | -2% | -6% | u | 3% | -5% | 2% | u | i | u
- CC(NC(=O)c1cn(C)c2ccc(S(=O)(=O)N3CCCC3)cc2c1=O)c1ccc2c(c1)OCCO2 (stereo not given)
 : i | i | 0% | u | i | 2% | 9% | 1% | -16% | i | i
- COc1ccc(N(CC(O)Cn2nnc3ccccc32)S(=O)(=O)c2ccc(C)cc2)cc1 (stereo not given)
 : u | i | -3% | 14% | i | 2% | 1% | 0% | -1% | i | i
- COc1cccc(N2CCN(CC(=O)Nc3nnc(-c4ccccc4)s3)CC2)c1
 : u | i | 1% | u | i | 0% | 12% | -1% | 42% | i | i
- COc1cccc(-c2nnc3sc(-c4ccco4)nn23)c1
 : i | i | x | x | i | -4%[25.5 µM] | x | x | x | i | i
- Cn1cccc1C(=O)N1CCC2(CC1)CCN(c1cccc(-c3ccccc3)c1)CC2
 : i | i | -4% | 13% | i | 1%[11.4 µM] | -13% | 0% | u | i | i
- CCCc1cc(=O)[nH]c(SCC(=O)NC(=O)c2ccccc2)n1
 : u | i | -2% | 2% | u | 1% | 7% | -3% | 5% | i | u
- Cc1cc2nsnc2c(S(=O)(=O)NCC(=O)O)c1C
 : x | x | -1% | -4% | x | 1% | 6% | -1% | -24% | x | x
- CCOc1ccccc1-n1nnnc1SCC(=O)Nc1cc(C)on1
 : u | i | 1% | 4% | i | -2% | 6% | 1% | 10% | i | i
- CCOc1ccc(OCC)c(NC(=O)C2CCCN2S(=O)(=O)c2cccc3cccnc23)c1 (stereo not given)
 : x | x | -5% | u | x | 1% | 15% | -4% | -10% | x | x
- Cc1ccc2cc(CN(Cc3cccs3)Cc3nnnn3CC3CCCO3)c(=O)[nH]c2c1 (stereo not given)
 : u | i | 2% | 26% | i | 0% | 25% | -2% | -12% | u | i
- Nc1nc(N)nc(-c2ccccn2)n1
 : i | i | 2% | 7% | i | 1% | 6% | -1% | 2% | u | i
- O=C(CSc1n[nH]c(-c2ccc(S(=O)(=O)NC3CCCCC3)cc2)n1)N1CCCC1
 : i | i | 0% | 20% | u | -29% | -5% | -1% | 14% | u | i
- COc1ccc2c(c1OC)C(=O)N1c3ccccc3SC21 (stereo not given)
 : u | i | x | x | i | 5µM* | x | x | x | i | i
- O=C(c1ccc(CN2CCOCC2)cc1)N1CCN(Cc2ccccc2)CC1
 : x | x | -3% | 5% | x | 1% | -20% | -5% | 1% | x | x
- COc1ccccc1CNC(=O)c1c(O)c2cc(OC)c(OC)cc2[nH]c1=O
 : u | i | 0% | -9% | 4.6e-08M* | 0% | 4% | -1% | 20% | u | 3.4e-08M*
- COC(=O)CCN1CCC(C(N)=O)CC1
 : i | i | 1% | 4% | i | 3% | 2% | 0% | -11% | u | i
- O=C1NC(=O)C2(CCC(C(=O)O)C2)N1 (stereo not given)
 : u | i | -1% | 20% | i | 1% | -4% | 1% | -6% | i | i
- O=C(NC1(C(F)(F)F)NC(=O)N(Cc2cccnc2)C1=O)c1cccs1 (stereo not given)
 : i | i | -3% | -7% | i | -6% | -7% | -2% | 2% | u | i
- COc1ccc(-c2nnc(-c3ccc(N(C)C)cc3)o2)cc1
 : i | i | 2% | 11% | 1e-06M* | -5% | 24% | 0% | 6% | u | 1e-06M*
- CC(=O)Nc1ccc(OCC(O)CN2CCN(Cc3ccccc3)CC2)cc1 (stereo not given)
 : u | i | 0% | 0% | i | 1% | 6% | 1% | -11% | i | i
- CC(=O)c1cccc(NC(=O)NCCS(C)=O)c1 (stereo not given)
 : u | i | -1% | 4% | i | 0% | 2% | 1% | 9% | i | i
- Cc1ccc(C(=O)Nc2ccc3c(c2)ncn3C)cc1
 : i | i | 0% | 5% | i | 25µM* | 5% | 1% | -1% | i | i
- COc1ccc2nc(SCC(=O)Nc3ccc4c(c3)OCCO4)[nH]c2c1
 : u | i | -2% | 4% | i | u | -16% | -4% | u | i | i
- Cc1ccc(-c2cc(C(=O)N3CCCC3)no2)cc1
 : i | i | 3% | -44%[inhibitor] | i | 4µM* | 21% | -1% | -4% | i | i
- COC(=O)c1sccc1NC(=O)c1ccncc1
 : i | i | -2% | 12% | i | 2% | 0% | 0% | u | i | i

Shown as a hit in Tau filament bind (from the list above):
structure | Fluorescein fluor | Rhodamine fluor | Caspase-1 inhib | A350 fluor | FLuc inh | Tau filament bind | Caspase-7 inhib | 4MU fluor
CCn1c2ccccc2c2nnc(SCc3ccc(C(=O)OC)o3)nc21 | i | i | -5% | 1.7e-08M* | -1% | 32µM* | -5% | 1.3e-08M*

Bioassay records as filed in PubChem.
